# High-throughput results from PubChem.
# D3 antag – antagonists of human D3 dopamine receptor; P35462; D3R cells, DiscoveRx beta-arrestin luminescence, antagonist mode; hits give low values; max response, negative = inhibition, %; actives 2.5% (n = 360,000); in the data active = max response below about -50%; inconclusive = no clear call, values can overlap the other calls; also: % is scaled to controls: 0 for no effect and ±100 for the full control effect; mostly tested at two doses, the higher about 12 µM
# Target sequence (P35462 whole entry, looked up): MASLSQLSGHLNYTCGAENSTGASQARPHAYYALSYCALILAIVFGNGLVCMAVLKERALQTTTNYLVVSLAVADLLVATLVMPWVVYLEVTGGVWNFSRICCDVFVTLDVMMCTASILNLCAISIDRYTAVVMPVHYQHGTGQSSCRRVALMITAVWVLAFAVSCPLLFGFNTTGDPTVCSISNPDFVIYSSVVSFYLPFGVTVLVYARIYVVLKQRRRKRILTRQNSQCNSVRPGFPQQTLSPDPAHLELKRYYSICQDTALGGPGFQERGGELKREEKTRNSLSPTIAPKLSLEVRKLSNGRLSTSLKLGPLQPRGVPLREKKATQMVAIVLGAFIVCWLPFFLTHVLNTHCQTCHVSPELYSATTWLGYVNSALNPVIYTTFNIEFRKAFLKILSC
#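 Cells plated overnight at 1500 cells/well, then exposed to library compounds with dopamine controls for 90 minutes at 37 degrees C. DiscoveRx reagent added for 30–60 minutes at room temperature; luminescence read, quantitative HTS format.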
# FUS suppressor – rescues growth of FUS-expressing yeast. S. cerevisiae FUS-expressing, growth rescue, OD600, 24 h. Potency, µM (titrated, usually from 76.6 µM), without a hit: at the top dose growth rescue (activation), most hits filed as activators. actives 0.24% (n = 390,000). AID 1347120;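 also: potency is read from the fitted curve at half-maximal effect; plate controls were DMSO vehicle for no effect and reference control for full effect; nearly all actives have a fitted effect of over 55% in size; some results filed as inactive show a strong effect at the top dose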
#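 Absorbance at 600 nm, taken 24hr after compound addition, measured rescue of FUS-yeast growth at 30C. Induction used 2% galactose with seeding at OD 0.005. Controls: CP55940 from 92uM final, DMSO only.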
# Abeta yeast res – compounds reversing amyloid beta toxicity in yeast | yeast expressing A-beta42, growth rescue, OD600, 48 h; response scale: 0% DMSO, 100% iron-clioquinol control | Potency, µM (highest dose often 46.1 µM), without a hit: at the highest dose growth rescue, most hits filed as activators | actives 0.063% (n = 410,000) | AID 1347071; also: potency is read from the fitted curve at half-maximal effect; nearly all actives have a fitted effect of over 55% in size
#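 Yeast A-beta toxicity model in growth medium with pinned compounds, 48 h at 30 C; growth read as absorbance at 600 nm. Normalized to FeCl3/clioquinol equimolar mix (positive) and DMSO (negative).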
# EPAC2 ag – activates human EPAC2 exchange factor | Q8WZA2 | EPAC2 activation, biochemical qHTS; response scale: 100% = 6.5 mM cAMP response | Potency, µM (top dose mostly 154 µM), for the others: at the highest dose activation, hits mostly activators | actives 0.079% (n = 360,000) | AID 720711; also: potency is read from the fitted curve at half-maximal effect; nearly all actives have a fitted effect of over 50% in size
#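 Each well held 100 nM EPAC2, 250 nM RAP1B-BODIPY-GDP and 50 uM GDP. Fluorescence, read at 5-min intervals to 30 min, was referenced to a 6.5 mM cAMP positive control.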
# EPAC2 antagonist – antagonists of human EPAC2; Q8WZA2; EPAC2 GEF exchange of Rap1B-BODIPY-GDP, fluorescence; Potency, µM (highest dose often 114 µM), for the others: at the highest dose activity, negative = inhibition, actives largely listed as inhibitors; actives 0.18% (n = 360,000); AID 720708; also: potency is read from the fitted curve at half-maximal effect; % is scaled to controls: 0 for no effect and ±100 for the full control effect; nearly all actives have a fitted effect of over 45% in size; many of its hits are not listed in these tables
# DRD3 agonist – agonists of human D3 dopamine receptor; actives 0.58% (n = 410,000); D3R DiscoveRx beta-arrestin cells, luminescence, 90 min; max activation, %; AID 652048; P35462; in the data active = max activation above about 30%; also: 0% is about no effect; mostly tested at two doses, the higher about 12 µM
#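 Agonist mode: compounds and dopamine controls were applied to plated cells for 90 min at 37 degrees C after an overnight attachment at 1500 cells/well. Luminescent read-out followed 30 - 60 minutes at room temperature with DiscoveRx detection reagent.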
# aSyn rescue – inhibitors of alpha-synuclein toxicity in yeast; Potency, µM (doses to about 46.1 µM), for inactives: at the highest dose growth rescue (activation), usual class: activators; AID 652106; Yeast expressing alpha-synuclein, growth rescue, BacTiter-Glo, 24 h; actives 0.14% (n = 370,000); also: potency is read from the fitted curve at half-maximal effect; % of control where 0% means no effect; nearly all actives have a fitted effect of over 65% in size
#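 Rescue of yeast growth: cells expressing toxic alpha-synuclein, induced in galactose at OD600 0.02, incubated with compound 24 h at 30 C. ATP luminescence quantified growth; inhibitors of toxicity appear as activators.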
# TDP-43 yeast inh – TDP-43 toxicity inhibition in yeast; actives 1.8% (n = 410,000); Potency, µM (doses to about 46.1 µM), for inactives: at the highest dose growth rescue (activation), most hits filed as activators; TDP-43 expressing yeast growth rescue, BacTiter-Glo, 24 h; also: potency is read from the fitted curve at half-maximal effect; % of control where 0% means no effect; nearly all actives have a fitted effect of over 50% in size
#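 Readout is BacTiter-Glo luminescence of cell growth, so inhibitors register as activators. TDP-43-expressing yeast at OD600=0.02 in galactose medium, after raffinose pregrowth to mid-log, were incubated with compound for 24 hr at 30 deg C.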
# * marks the source's active call; other numbers are inactive results; ? = inconclusive; / = not tested or not shown; & = joins results of further samples; [ ] = another dose, or the depositor's remark. Unless noted, calls follow the shape of the dose curve; as a rule, active = well fitted curve in the direction sought with a large enough effect; inconclusive = small, poorly fitted or top-dose-only effect, or another doubt; inactive = no such curve, though single readings can be large; an effect the other way counts as inactive or inconclusive. Only part of the results is shown. The share of hits here may be higher or lower than overall.
SMILES	D3 antag	FUS suppressor	Abeta yeast res	EPAC2 ag	EPAC2 antagonist	DRD3 agonist	aSyn rescue	TDP-43 yeast inh
COc1cccc(CNC(=O)CN2C(=O)COc3ccc(S(=O)(=O)N4CCCCC4)cc32)c1	-2	15%&39%	-2%&-11%	0%	-11%	2&-2	-3%	-5%&8%
COC(=O)c1ccc(C23CC4(C2)[C@H](CN(CC2CCCCC2)[C@@H]4c2ccccc2)C3c2ccccc2)cc1 (stereo partly specified)	-14	21%	6%	0%	21%	-21	0%	-10%
CCOC(=O)Nc1nc2ccc(Cn3cccc3)cc2[nH]1	-12	/	0%	4%	5%	-8	-1%	0%
Cc1ccc(OCCn2cnc(Cl)c2Cl)cc1	12	3%	20%	-8%	-16%	5	11%	?
COc1ccccc1-c1cnc(C(O)c2ccc(Cl)cc2C)[nH]1 (stereo unspecified)	4	-15%	-5%	4%	-7%	0	9%	20%
Cc1cc(C)n(C)c(=O)c1C#N	-3	4%	6%	2%	5%	1	1%	-3%
Cc1cc(C)cc(NC(=O)C(=O)NCC(c2cccnc2)N2CCc3ccccc3C2)c1 (stereo unspecified)	/	-16%	18%	/	/	-1	/	28%
Cc1ccc2c(CC(=O)O)coc2c1C	-14	24%	-24%	5%	9%	-3	0%	?
CCOc1ccc(CCNC(=O)COC(=O)c2cc([N+](=O)[O-])ccc2N2CCOCC2)cc1OCC	-2	24%	5%	-8%	-13%	3	?	19%
COCC(=O)Nc1ccc2c(c1)[C@@H]1C[C@H](CC(=O)OC)O[C@@H](CO)[C@@H]1O2	11	-7%	2%	6%	1%	1	0%	?
Cc1ccc2c(c1)c1c(c(=O)n(-c3ccccc3C)c(=O)n1CC(=O)N1CCCC1)n2C	/	3%	-10%	/	/	-2	/	17%
CC(=O)Nc1ccc(NC(=O)CN2C(=O)CN(C)C(=O)c3ccccc32)cc1	/	-14%	-6%	/	/	9	/	9%
O=C(Nc1nncs1)c1ccc(F)c(S(=O)(=O)N2CCCCC2)c1	-2	8%	-11%	1%	6%	0	9%	-3%
Oc1ccc(C2C(c3ccccc3)=NN=C(c3ccc(Cl)cc3)N2O)c(O)c1 (stereo unspecified)	-4	/	6%	-6%	1%	-4	-5%	14%
Nc1ccc2nc(-c3ccccc3)sc2c1	?	20%	-50%[inhibitor]	-6%	-5%	-10	-8%	10%
CCOC(=O)c1sc(NC(=S)NC(=O)c2ccccc2)nc1C	16	-6%	-4%	-8%	-8%	7	0%	20%
Cc1cccc(C(=O)N2CCc3cc(CNC(=O)c4ccnn4C)ccc32)c1	/	-13%	-14%	/	/	-11	/	-9%
Cc1nc2sccn2c(=O)c1S(=O)(=O)Nc1cc(C(F)(F)F)ccc1Cl	/	-12%	11%	/	/	8	/	?
COc1ccc(-c2ccc(C(=O)NCC3CCOCC3)c3occc23)c(C)c1	-17	?	-28%	13%	-12%	5	-2%	?
COc1ccc(/C=N/Nc2cc(N3CCCC3)nc(N3CCCC3)n2)cc1	2	15%	-17%	-3%	13%	15	-1%	-13%[0.397 µM]
Cc1cn(C)c(CC(=O)Nc2cccc(Cl)c2C)c1C(=O)O	/	21%	-1%	/	/	3	/	8%
CN=C(C)/C(C(=O)OC)=C(/O)c1ccccc1F	-16	19%	-10%	12%	-21%	-23	-10%	-17%
O=C1NC(Nc2ccccn2)(C(F)(F)F)C(=O)N1c1ccc(F)cc1 (stereo unspecified)	7	4%	9%	1%	-3%	1	5%	-7%
CCOCCn1c(CC)nc2ccccc21	14	1%	-19%	3%	5%	5	0%	23%
Cc1nnc(SCc2nc3sc4c(c3c(=O)[nH]2)CCCC4)[nH]c1=O	5	34%	5%	2%	5%	-1	0%	5%
Cc1cc2ccccn2c1C(=O)c1ccc(NN)c([N+](=O)[O-])c1	?	24%	6%	1%	?	-15	18%	-6%
CCOc1ccccc1C(=O)OCC(=O)NCC1CCCO1 (stereo unspecified)	0	/	-16%	7%	-4%	-7	-13%	9%
O=C(Nc1cc(Cl)cc(Cl)c1)C1CCCC1	8	-4%	12%	8%	-1%	2	-7%	?
CC1CCCN(C(=O)c2ccc(NS(=O)(=O)c3ccc4[nH]c(=O)[nH]c4c3)cc2)C1 (stereo unspecified)	0	17%	3%	2%	4%	3	3%	1%
CC(C)[C@H](NC(=O)N1CCn2c1nc1ccccc12)C(=O)NCCc1ccccc1	3	15%	21%	-5%	2%	12	16%	-7%
Cc1cccc(NC(=O)CN(C)C(=O)Cc2ccc(-c3ccccc3)cc2)c1C	-3	-22%	0%	-6%	-11%	2	5%	10%
Cc1ccc(Nc2nnns2)cc1	-6	-7%	-2%	1%	-22%[57.1 µM]	-4	-18%	22%
COc1ccc(NC(=O)c2cc(S(=O)(=O)N3CCCCC3)ccc2OC)cc1	-4	7%	10%	6%	-12%	-2	-5%	9%
Cc1ccc(Nc2c(-c3ccc(C)cc3)nc3ccc(C)cn23)cc1	/	-15%	-18%	/	/	-16	/	-12%
CCCCN(CC)C(=O)c1ccc2c(c1)NC(=O)c1ccccc1S2	/	19%	9%	/	/	6	/	24%
COc1ccccc1-n1c(SCC(=O)Nc2ccc(Cl)cc2)nc(O)c(Cc2ccccc2)c1=O	-25	?	-4%	8%	2%	-4	-6%	4%
Cc1ccc(NC(=O)C2(S(=O)(=O)c3ccc(Cl)cc3)CC2)c(Br)c1	-8	29%	-27%	23%	?	-11	-6%	-13%
CC(=O)Nc1cc(-c2cccc(C(=O)NCCN(C)C)c2)cn2c(-c3ccc(F)c(Cl)c3)cnc12	-21	19%	-20%	3%	11%	-3	-23%	9%
Cc1noc(C)c1C(=O)OCC(=O)NCCC1=CCCCC1	-9	26%	17%	6%	8%	-6	0%	0%
CCCN(CCC)C(=O)Cn1c(=O)n(-c2cccc(OC)c2)c(=O)c2c(C)c(C(=O)N(C)C)sc21	/	12%	-19%	/	/	-6	/	-5%
O=C(O)CSc1nnc(-c2cccc(S(=O)(=O)N3CCOCC3)c2)n1-c1ccc(F)cc1	5	11%	5%	3%	10%	2	3%	11%
CCOC(=O)c1c(C=O)c2sc(C)cc2n1C	-1	12%	-33%	-4%	3%	13	0%	-22%
CCOC(=O)/C=C/C(=O)Nc1cccc([N+](=O)[O-])c1	-21	/	-92%[inhibitor]	-9%	-2%	-5	-73%[inhibitor]	-93%[inhibitor]
COc1ccccc1CNC(=O)N[C@@H](Cc1ccccc1)C(=O)O	-20	9%	-8%	8%	-6%	1	3%	-10%
O=C(N/N=C/c1cccnc1)c1ccc2c(c1)OCCO2	3	-15%	-3%	4%	4%	7	2%	?
C[C@H](CO)N1C[C@H](C)[C@@H](CN(C)C(=O)Nc2ccc3c(c2)OCO3)Oc2ccc(NC(=O)Nc3ccc4c(c3)OCO4)cc2C1=O	-13	?	2%	12%	2%	-25	-6%	2%
O=C(NC1Cc2ccccc2C1)c1cc(COc2cccc(C(F)(F)F)c2)on1	-6	-7%	6%	-4%	-9%	-2	-2%	16%
COc1ccccc1Cc1c(-c2ccccc2)nc2cc(C)c(Br)c(C)n12	27	18%	-1%	10%	0%	1	5%	21%
CC(C)(C)NC(=O)C(=O)NNC(=O)COc1ccccc1	6	-7%	-9%	-4%	1%	4	0%	0%
O=S(=O)(c1cccc(C(F)(F)F)c1)N1CCN(CC(O)COCc2ccccc2)CC1 (stereo unspecified)	-6	-2%	4%	10%	-3%	5	5%	8%
COc1ccc(C)cc1NC(=O)Nc1cccc(C)c1	-17	-14%	-14%	12%	3%	-5	-3%	?
CC(=O)Cc1nsc(Nc2cccc(C)c2)n1	-7	6%	-14%	8%	-33%	-8	5%	-6%[9.22 µM]
CCCCn1c(C(C)NC(=O)c2ccccc2)nc2ccccc21 (stereo unspecified)	/	-23%	-11%	/	/	-20	/	-10%
CC(/C=C/c1ccccc1)=N/NC(=O)CNC(=O)c1ccc2c(c1)OCO2	6	-6%	0%	-9%	4%	-5	0%	6%
CO/N=C/C=C1/N(C)c2ccccc2C1(C)C	-4	-12%	4%	-2%	1%	0	1%	17%
N#CCCN(Cc1ccccc1)C(=O)CCC(=O)c1ccc(F)cc1	68	1%	3%	1%	12%	5	0%	12%
COc1ccc(-c2nc(C#N)c(NC(C)c3ccccc3)o2)cc1OC (stereo unspecified)	44	2%	17%	0%[15.6 µM]	-20%	2	8%	0%
Cc1cc(S(=O)(=O)NCCCn2ccnc2)c(C)cc1Cl	23	-11%	3%	0%	-5%	3	-2%	-1%
COc1ccc(S(=O)(=O)N(C)CC(=O)NCCN2CCOCC2)cc1C	3	-6%	-15%	3%	11%	4	-3%	23%
CC(=O)N1CCc2cc(S(=O)(=O)CCC(=O)NCc3cccs3)ccc21	-8	0%	-5%	0%	-7%	0	-5%	-5%

# Additional compounds
SMILES	D3 antag	FUS suppressor	Abeta yeast res	EPAC2 ag	EPAC2 antagonist	DRD3 agonist	aSyn rescue	TDP-43 yeast inh
O=C(C[C@H]1C[C@H](C(=O)N2CCCCC2)[C@@]2(CCc3ccccc3)c3[nH]c4cc(-c5ccco5)ccc4c3CCN2C1=O)NCc1cccc(C(F)(F)F)c1	3	7%	6%	-2%	0%	11	0%	15%
NCc1ccc(S(N)(=O)=O)cc1	9&18	-10%&-26%	9%&-12%	5%&6%	13%&-11%	21&19&-3	2%&0%	0%&16%
CCc1cccc(CC)c1-n1c(SCc2cc(=O)n3ccsc3n2)nnc1-c1cccnc1	-10	75%	7%	9%	-7%	-14	16%	-25%
CC(C)N1CC(C(=O)Nc2cccc([N+](=O)[O-])c2)CC1=O (stereo unspecified)	10	-17%	-13%	1%	-7%	-1	3%	18%
CCCCC(=O)Nc1nn(CCC)c2nc3ccccc3cc12	?	-9%	6%	-19%	-2%	0	3%	29%
C=CCn1c(CCSCc2ccc(OC)c(C)c2)n[nH]c1=S	13	-15%	?	8%	6%	5	4%	22%
COC(=O)c1scc(-c2ccc(C)cc2)c1S(=O)(=O)N1CCN(c2ccc(C)cc2C)CC1	/	1%	5%	/	/	-11	/	?
CC(=O)Nc1ccc(NC(=O)CSC2=NCCS2)cc1	-1	/	5%	3%	5%	3	6%	17%
